Screening data (PubChem)
STAT1 blocker: inhibitors of IFN-gamma induced STAT1 signaling | NIH 3T3 STAT1-luciferase reporter, luminescence | 200,000 tested, 0.35% active | inhibition, % at 5.5 µM;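 active means inhibition above a set limit, the mean inhibition across all tested compounds plus 3 SD, cut at about 34% in these data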;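 further: 0% = IFN-gamma with DMSO and 100% = IFN-gamma with 300 µM nifuroxazide; values of inactives mirror those of a sister screen read the other way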
PPARg SRC1 recr: PPARgamma-driven SRC-1 recruitment agonism. P37231. PPARgamma-SRC-1 coactivator recruitment biochemical assay. activation, % at 8 µM. 200,000 tested, 0.41% active. AID 631; in the data active means activation above about 19%;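 further: 0% = DMSO and 100% = reference agonist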
STAT3 inh: inhibitors of IL-6 induced STAT3 signaling; U3A cells, IL-6 STAT3-luciferase reporter, luminescence; host cell line lacks STAT1; inhibition, % at 5.5 µM; 190,000 tested, 0.89% active; AID 862;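 active means inhibition above the mean inhibition across all screened compounds plus 3 SD, cut at about 44% in these data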;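 further: 0% = DMSO only wells and 100% = 100 µM nifuroxazide control wells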
PPARg SRC2 recr: PPARgamma-driven SRC-2 recruitment agonism. P37231. PPARgamma LBD-SRC-2 recruitment, biochemical. activation, % at 8 µM. 200,000 tested, 0.34% active; in the data active means activation above about 22%;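 further: 0% = vehicle and 100% = reference agonist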
RAM network inh: inhibitors of the yeast RAM network | S. cerevisiae dse1pr::URA3 reporter, 5-FOA growth OD615, 2 d; analog-sensitive cbk1-as2 kinase mutant strain | inhibition, % at 50 µM | 190,000 tested, 1.8% active | AID 868;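 active means inhibition above a set limit, 3 SD over mean compound inhibition, cut at about 8.4% in these data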;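 further: 0% = DMSO-only wells with no growth and 100% = 10 µM 1-NA-PP1 full growth; inhibition rescues growth on 5-FOA so higher OD means more RAM inhibition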
TLR4 MyD88 comp: blocks binding of human TLR4 to MyD88; O00206+Q99836; HeLa CL3-4 TLR4/MyD88 BLA complementation, FRET ratio; 200,000 tested, 0.18% active; inhibition, % at 8.4 µM; in the data active means inhibition above about 25%;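 further: 0% = vehicle and 100% = reference inhibitor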
Target sequence (O00206 whole entry, looked up): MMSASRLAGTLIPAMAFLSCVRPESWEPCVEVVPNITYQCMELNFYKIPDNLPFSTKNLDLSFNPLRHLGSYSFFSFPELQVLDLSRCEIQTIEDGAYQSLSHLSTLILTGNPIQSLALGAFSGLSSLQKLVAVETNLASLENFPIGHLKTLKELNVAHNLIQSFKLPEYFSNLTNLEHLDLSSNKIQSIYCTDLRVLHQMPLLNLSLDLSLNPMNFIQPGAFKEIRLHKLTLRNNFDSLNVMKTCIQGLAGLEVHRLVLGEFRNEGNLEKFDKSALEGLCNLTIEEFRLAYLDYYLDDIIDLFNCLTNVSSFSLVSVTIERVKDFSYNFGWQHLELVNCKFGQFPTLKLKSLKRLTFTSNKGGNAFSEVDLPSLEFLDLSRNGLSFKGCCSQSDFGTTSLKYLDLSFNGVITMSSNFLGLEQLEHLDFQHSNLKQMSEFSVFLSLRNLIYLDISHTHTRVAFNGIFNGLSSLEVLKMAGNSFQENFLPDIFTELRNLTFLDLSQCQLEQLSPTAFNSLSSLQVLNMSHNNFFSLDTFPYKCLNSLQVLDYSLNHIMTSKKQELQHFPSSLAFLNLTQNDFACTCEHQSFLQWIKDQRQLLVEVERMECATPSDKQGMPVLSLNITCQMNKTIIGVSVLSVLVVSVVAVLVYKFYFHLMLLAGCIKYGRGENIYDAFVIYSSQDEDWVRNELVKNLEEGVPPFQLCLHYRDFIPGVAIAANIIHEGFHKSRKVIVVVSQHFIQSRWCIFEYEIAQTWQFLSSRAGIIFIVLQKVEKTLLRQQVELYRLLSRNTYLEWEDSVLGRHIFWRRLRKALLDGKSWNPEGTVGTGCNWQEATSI
Target sequence (Q99836 whole entry, looked up): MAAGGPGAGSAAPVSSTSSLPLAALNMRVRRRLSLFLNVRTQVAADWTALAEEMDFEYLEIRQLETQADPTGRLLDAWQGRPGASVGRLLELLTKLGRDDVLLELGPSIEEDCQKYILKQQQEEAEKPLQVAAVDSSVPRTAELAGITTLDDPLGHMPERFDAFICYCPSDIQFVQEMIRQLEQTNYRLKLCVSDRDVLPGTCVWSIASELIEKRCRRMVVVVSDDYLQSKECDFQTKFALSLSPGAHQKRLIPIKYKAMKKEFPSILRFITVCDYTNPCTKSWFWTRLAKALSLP
PPARg SRC3 recr: agonists of human PPARgamma SRC-3 coactivator recruitment; P37231; activation, % at 8 µM; biochemical PPARgamma/SRC-3 coactivator recruitment assay; 200,000 tested, 0.26% active; AID 731; in the data active means activation above about 23%;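 further: 0% = DMSO and 100% = reference agonist; some compounds past the cut are filed as inactive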
ROMK primary: human ROMK K+ channel modulation, primary screen; P48048; Tet-inducible ROMK, thallium flux fluorescence; actives lie on both sides; B-score at 10 µM; 130,000 tested, 2% active; AID 1918;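 active means signal ratio slope over the read window, or its plate-corrected B-score, at least 3 SD from the plate mean, either direction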;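 further: B-score of the F/F0 ratio slope over 7 to 12 s after thallium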
STAT3 activator: increases IL-6 driven STAT3 reporter signal; U3A cells, IL-6 STAT3-luciferase reporter, luminescence; 100% = signal with IL-6 EC80 alone; activation (% of control), % at 5.6 µM; 190,000 tested, 0.91% active;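 active means activation above the screen-wide mean of compound activation plus 3 SD, cut at about 130% in these data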;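 further: 0% = background luminescence of wells with medium and substrate only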
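system = STAT3-luciferase reporter U3A cells | reagent = IL-6 stimulus at 33 ng/mL final | timing = 1 h compound pre-exposure, 6 h IL-6 stimulation, 37 °C | measured by = luminescence | evaluation = % activation versus median of IL-6-stimulated wells | control set = IL-6-only wells as 100% reference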
S1P3 antag: antagonists of human S1P3 receptor. CHO S1P3 NFAT-BLA reporter, FRET fluorescence, antagonist mode. AID 485. inhibition, % at 4.98 µM. 170,000 tested, 0.27% active;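 active means inhibition above the plate cutoff, the mean inhibition of test wells on that plate plus 3 SD, cut at about 28% in these data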;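 further: cells challenged with S1P at its EC80 of 0.8 µM; blue over green emission ratio from cleaved BLA substrate after 4 h stimulation; 0% = S1P-stimulated wells and 100% = unstimulated DMSO-only wells; some compounds past the cut are filed as inactive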
TR-FRET SRC-2 ct: TR-FRET artefact, counter-screen to PPARgamma/SRC-2 agonist assay; stronger effect = higher value; TR-FRET ratio at 8 µM; 200,000 tested, 0.4% active; in the data active means TR-FRET ratio above about 2000; further: inactives centre near 1500
* = called active by the depositor. Hits appear at their usual frequency; any-hit rate near 5.6%.

Screening CCCC(C)NNC(=O)c1cc2ccccc2[nH]1 (stereo not drawn) returned STAT1 blocker -4.0, PPARg SRC1 recr 10.1, STAT3 inh -1.6, PPARg SRC2 recr 6.1, RAM network inh 2.6, TLR4 MyD88 comp -3.9, PPARg SRC3 recr 6.8, STAT3 activator 110.3 and TR-FRET SRC-2 ct 1508.
Screening O=C(NN1C(=O)C2C3c4ccccc4C(c4ccccc43)C2C1=O)c1ccc(Cl)cc1 (stereo not drawn) returned STAT1 blocker 0.1, PPARg SRC1 recr 4.0, STAT3 inh -0.6, PPARg SRC2 recr -6.3, RAM network inh 3.9, TLR4 MyD88 comp -2.7, PPARg SRC3 recr -1.2, ROMK primary -0.0548, STAT3 activator 98.4, S1P3 antag -3.0 and TR-FRET SRC-2 ct 1688.
`Cc1cc(C)nc(NC(=O)c2cnc3sccn3c2=O)n1` gave STAT1 blocker 1.9, PPARg SRC1 recr 4.1, STAT3 inh -8.4, PPARg SRC2 recr 9.9, RAM network inh 0.8, TLR4 MyD88 comp 4.1, PPARg SRC3 recr 10.7, STAT3 activator 111.4, S1P3 antag -14.7 and TR-FRET SRC-2 ct 1517.
For COc1cccc(C(=O)Cn2c(Br)nc3c2c(=O)n(C)c(=O)n3C)c1 the results were STAT1 blocker -7.2, PPARg SRC1 recr -1.6, STAT3 inh 9.5, PPARg SRC2 recr -5.4, RAM network inh 4.0, TLR4 MyD88 comp 2.9, PPARg SRC3 recr -6.8, STAT3 activator 97.2, S1P3 antag -26.2 and TR-FRET SRC-2 ct 1363.
For Cc1ccc2c(c1)c(CC(=O)Nc1ccc(C)c(F)c1)c(C(=O)O)n2C the results were STAT1 blocker -7.4, PPARg SRC1 recr -4.5, STAT3 inh -7.1, PPARg SRC2 recr 4.6, RAM network inh 2.1, TLR4 MyD88 comp -4.0, PPARg SRC3 recr -2.8, ROMK primary 2.54, STAT3 activator 112.5 and TR-FRET SRC-2 ct 1495.
Screening O=C(CCSCCC(=O)NCc1ccc(F)cc1)NCc1ccc(F)cc1 returned STAT1 blocker 1.9, PPARg SRC1 recr -2.9, STAT3 inh 9.7, PPARg SRC2 recr -4.1, RAM network inh 4.9, TLR4 MyD88 comp -18.3, PPARg SRC3 recr -1.7, STAT3 activator 94.0, S1P3 antag 8.2 and TR-FRET SRC-2 ct 1586.
`Cc1ccc(NC(=O)COC(=O)CN2C(=O)NC3(CCCC3)C2=O)cc1S(=O)(=O)N(C)C` gave STAT1 blocker -7.7, PPARg SRC1 recr -2.7, STAT3 inh -0.2, PPARg SRC2 recr -3.5, RAM network inh 2.5, TLR4 MyD88 comp 21.6, PPARg SRC3 recr 4.4, ROMK primary 1.15, STAT3 activator 101.5, S1P3 antag 4.2 and TR-FRET SRC-2 ct 1584.
C=CCSC(=S)Nc1c(C)n(C)n(-c2ccccc2)c1=O was read as STAT1 blocker -9.4, PPARg SRC1 recr 4.2, STAT3 inh 3.7, PPARg SRC2 recr 8.3, RAM network inh 2.5, TLR4 MyD88 comp -4.3, PPARg SRC3 recr 1.3, ROMK primary 0.0868, STAT3 activator 98.4, S1P3 antag -9.2 and TR-FRET SRC-2 ct 1808.
`COc1ccc(CN/C(C)=C(/C#N)C(N)=O)cc1OC` gave STAT1 blocker 7.7, PPARg SRC1 recr -2.0, STAT3 inh 1.0, PPARg SRC2 recr 7.1, RAM network inh -0.4, TLR4 MyD88 comp -3.5, PPARg SRC3 recr 0.6, ROMK primary 0.687, STAT3 activator 99.8, S1P3 antag -19.6 and TR-FRET SRC-2 ct 1534.
`OCC1(Cc2ccccc2)CCN(Cc2cccc(F)c2F)CC1` gave STAT1 blocker 3.6, PPARg SRC1 recr -2.5, STAT3 inh -0.1, PPARg SRC2 recr -2.8, RAM network inh 0.1, TLR4 MyD88 comp -3.3, PPARg SRC3 recr 2.4, STAT3 activator 104.6, S1P3 antag -1.5 and TR-FRET SRC-2 ct 1523.
Cc1ccc2nc(NCCC(=O)O)nc(-c3ccccc3)c2c1 was read as STAT1 blocker 1.6, PPARg SRC1 recr 3.7, STAT3 inh -9.8, PPARg SRC2 recr 11.0, RAM network inh 3.4, TLR4 MyD88 comp 12.1, PPARg SRC3 recr 4.8, ROMK primary 0.0576, STAT3 activator 108.5, S1P3 antag -7.0 and TR-FRET SRC-2 ct 1681.
`Cc1c(Cl)cnc(NC(=O)COC(=O)CCC(=O)c2cccs2)c1Cl` gave STAT1 blocker 9.2, PPARg SRC1 recr 8.6, STAT3 inh 9.2, PPARg SRC2 recr 8.4, RAM network inh 2.2, TLR4 MyD88 comp -1.8, PPARg SRC3 recr 2.1, STAT3 activator 96.4, S1P3 antag -24.2 and TR-FRET SRC-2 ct 1628.
For Cc1ccc(N2CCN(/N=C/C=C/c3ccccc3)CC2)cc1 the results were STAT1 blocker -7.1, PPARg SRC1 recr -0.4, STAT3 inh 6.1, PPARg SRC2 recr -2.7, RAM network inh 3.0, TLR4 MyD88 comp 14.2, PPARg SRC3 recr -0.4, STAT3 activator 95.6, S1P3 antag 6.4 and TR-FRET SRC-2 ct 1292.
`Cc1occc1C(=O)N1CCCc2ccccc21` gave STAT1 blocker -4.5, PPARg SRC1 recr 1.7, STAT3 inh -9.9, PPARg SRC2 recr -6.0, RAM network inh 0.2, TLR4 MyD88 comp 4.7, PPARg SRC3 recr -7.8, ROMK primary -0.0423, STAT3 activator 111.7, S1P3 antag 5.9 and TR-FRET SRC-2 ct 1443.
COc1ccc(OC)c2c1sc(=NC(=O)CN1C(=O)CCC1=O)n2C was read as STAT1 blocker -5.8, PPARg SRC1 recr 2.8, STAT3 inh 8.1, PPARg SRC2 recr 4.8, RAM network inh 2.4, TLR4 MyD88 comp -2.1, PPARg SRC3 recr 3.0, STAT3 activator 100.7, S1P3 antag -13.9 and TR-FRET SRC-2 ct 1630.
`N#CC1CC(c2ccccc2)=NN1c1ccccc1[N+](=O)[O-]` (stereo not drawn) gave STAT1 blocker -59.5, PPARg SRC1 recr 1.8, STAT3 inh -19.3, PPARg SRC2 recr 1.5, RAM network inh 3.9, TLR4 MyD88 comp 0.2, PPARg SRC3 recr 5.7, ROMK primary 0.104, STAT3 activator 115.2, S1P3 antag -3.2 and TR-FRET SRC-2 ct 1295.
Screening COc1cc(C(O)c2nc3ccccc3n2C)cc(OC)c1OC (stereo not drawn) returned STAT1 blocker 3.7, PPARg SRC1 recr -5.7, STAT3 inh 16.1, PPARg SRC2 recr -6.1, RAM network inh -0.5, TLR4 MyD88 comp -27.4, PPARg SRC3 recr 1.6, ROMK primary 0.298, STAT3 activator 92.6 and TR-FRET SRC-2 ct 1373.
`O=C(NCC(c1cccnc1)N1CCN(c2ccc(F)cc2)CC1)c1ccco1` (stereo not drawn) gave STAT1 blocker -0.6, PPARg SRC1 recr -1.7, PPARg SRC2 recr 7.2, RAM network inh 1.6, TLR4 MyD88 comp -0.9, PPARg SRC3 recr 5.4, S1P3 antag -10.6 and TR-FRET SRC-2 ct 1411.
Screening Cc1cccc(NC(=O)Cn2c([N+](=O)[O-])cnc2C)c1C returned STAT1 blocker -4.4, PPARg SRC1 recr -1.6, STAT3 inh -4.5, PPARg SRC2 recr 0.6, RAM network inh 2.2, TLR4 MyD88 comp -5.0, PPARg SRC3 recr 2.0, STAT3 activator 105.7, S1P3 antag 0.4 and TR-FRET SRC-2 ct 1375.
For O=S(=O)(c1ccc(NC(=S)N2CCN(c3ccc(O)cc3)CC2)cc1)N1CCOCC1 the results were STAT1 blocker 10.5, PPARg SRC1 recr 4.3, STAT3 inh 5.5, PPARg SRC2 recr 1.8, RAM network inh 0.5, TLR4 MyD88 comp -3.2, PPARg SRC3 recr 6.3, ROMK primary 1.53, STAT3 activator 97.2, S1P3 antag 7.4 and TR-FRET SRC-2 ct 1578.
For Cc1cc(C)cc(NC(=O)N2CCC(NC(=O)c3ccccc3C)CC2)c1 the results were STAT1 blocker 8.4, PPARg SRC1 recr 3.1, STAT3 inh -0.4, PPARg SRC2 recr 2.2, RAM network inh 8.1, TLR4 MyD88 comp -5.9, PPARg SRC3 recr 1.7, STAT3 activator 100.1 and TR-FRET SRC-2 ct 1448.
Screening O=C(O)C1C(C(=O)Nc2ccc(Cl)cc2)C2C=CC1C21CC1 (stereo not drawn) returned STAT1 blocker 3.0, PPARg SRC1 recr -0.8, STAT3 inh 8.1, PPARg SRC2 recr 7.0, RAM network inh 2.1, TLR4 MyD88 comp 9.7, PPARg SRC3 recr -5.4, ROMK primary 0.649, STAT3 activator 94.2 and TR-FRET SRC-2 ct 1515.
For Cc1c(C(=O)NCc2ccccc2)oc2ccc(S(=O)(=O)N3CCC4(CC3)OCCO4)cc12 the results were STAT1 blocker 17.6, PPARg SRC1 recr 7.4, STAT3 inh 14.7, PPARg SRC2 recr 7.7, RAM network inh 6.7, TLR4 MyD88 comp -0.3, PPARg SRC3 recr 8.4, STAT3 activator 90.4 and TR-FRET SRC-2 ct 1599.
`O=C(Nc1ccccc1)OCc1cncs1` gave STAT1 blocker -3.4, PPARg SRC1 recr 4.0, STAT3 inh 2.7, PPARg SRC2 recr -0.9, RAM network inh 1.0, TLR4 MyD88 comp -1.8, PPARg SRC3 recr 4.4, ROMK primary 0.671, STAT3 activator 101.7, S1P3 antag -6.8 and TR-FRET SRC-2 ct 1553.
Cc1cccc(OCCOCCN2CCOCC2)c1C was read as STAT1 blocker -3.7, PPARg SRC1 recr 3.8, STAT3 inh 7.5, PPARg SRC2 recr 5.7, RAM network inh -0.3, TLR4 MyD88 comp -5.7, PPARg SRC3 recr 17.1, STAT3 activator 96.7, S1P3 antag 15.6 and TR-FRET SRC-2 ct 1787.
`O=C(N/N=C\c1cccc(F)c1)c1ccc(Cn2cc(Br)c([N+](=O)[O-])n2)o1` gave STAT1 blocker -7.8, PPARg SRC1 recr 3.3, STAT3 inh -0.5, PPARg SRC2 recr 5.3, RAM network inh -0.1, TLR4 MyD88 comp -16.0, PPARg SRC3 recr 1.8, ROMK primary -0.0402, STAT3 activator 105.0, S1P3 antag 9.7 and TR-FRET SRC-2 ct 1583.
`O=C1CC(c2ccc(Cl)c(Cl)c2)CC(O)=C1C=NCCN1CCNCC1` (stereo not drawn) gave STAT1 blocker 2.1, PPARg SRC1 recr 0.1, STAT3 inh 13.0, PPARg SRC2 recr -10.0, RAM network inh 2.1, TLR4 MyD88 comp 1.4, PPARg SRC3 recr -4.9, STAT3 activator 92.1, S1P3 antag -12.4 and TR-FRET SRC-2 ct 1500.
Screening Cc1nn(CCc2n[nH]c(=S)n2-c2ccc(F)c(Cl)c2)c(C)c1[N+](=O)[O-] returned STAT1 blocker -0.1, PPARg SRC1 recr 7.4, STAT3 inh 5.1, PPARg SRC2 recr 5.5, RAM network inh 1.2, TLR4 MyD88 comp -2.1, PPARg SRC3 recr 15.1, STAT3 activator 103.9 and TR-FRET SRC-2 ct 1721.
CC(C)C(=O)c1cn(CC(=O)O)c2ccccc12 was read as STAT1 blocker 0.9, PPARg SRC1 recr 6.1, STAT3 inh -22.5, PPARg SRC2 recr 2.6, RAM network inh 0.9, TLR4 MyD88 comp -7.9, PPARg SRC3 recr 4.6, STAT3 activator 126.5, S1P3 antag 11.9 and TR-FRET SRC-2 ct 1585.
